Screens deposited in PubChem by Sanford-Burnham Center for Chemical Genomics.
tim10-1 inh: growth inhibitors of tim10-1 mutant yeast; S. cerevisiae tim10-1 ts strain growth, BacTiter-Glo, 24 h; inhibition, % at 20 µM; 2.2% of 330,000 active;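 active = inhibition of at least 40%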;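 note: mutant grown at 25 °C; 0% = DMSO wells with yeast and 100% = wells holding no yeast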
tim23-1 inh: growth inhibitors of tim23-1 mutant yeast | AID 463212 | 1.3% of 330,000 active | S. cerevisiae tim23-1 growth, BacTiter-Glo luminescence, 24 h | inhibition, % at 20 µM;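 active = growth inhibition of the mutant yeast at or above 50%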;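 note: temperature-sensitive mutant grown at 25 °C; plate controls were DMSO-treated mutant yeast for no effect and medium wells lacking yeast for full effect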
MPTP inh: permeability transition pore inhibition; inhibition, % at 10 µM; 1.4% of 360,000 active; isolated mouse mitochondria, Ca2+ swelling absorbance, 30 min;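 active = inhibition of 50% or more, scaled per plate between neutral and stimulator controls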;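 note: 0% = DMSO wells given calcium and 100% = 1 mM EGTA wells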
NLRP3 yeast inh: NALP3 inhibition in yeast; 0.39% of 330,000 active; inhibition, % at 10 µM; Yeast reconstituted NLRP3/ASC/caspase-1, beta-gal luminescence, 24 h;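 active = inhibition of 50% or more; inactive = inhibition below 50%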;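 note: plate controls were induced DMSO wells for no effect and uninduced yeast grown without galactose for full effect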
GRIN3A LBD mod: modulates the human NR3A ligand-binding domain; NR3A LBD differential scanning fluorimetry, Tm shift; 0% = protein alone, 100% = glycine-bound protein; Tm shift relative to glycine control, % at 25 µM; 2.5% of 340,000 active;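 active = melting temperature shift of at least 10% of the positive control shift, at one fixed dose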
beta cell repl: MIN6 beta-cell proliferation induction. MIN6 cells proliferation, ATPlite luminescence, 48 h; cells starved in 0.2% serum; 100% = growth in 10% serum. proliferation, % at 10 µM. 0.29% of 330,000 active. AID 2380;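 active = compounds whose signal lies at least 3.5 SD above the mean of all wells on their plate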;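 note: 0% = DMSO-treated cells in low-serum medium and 100% = 10% serum control; some compounds called inactive have numbers as strong as hits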
APJ antag: blocks the human apelin receptor APJ; CHO-K1 APJ beta-arrestin complementation, luminescence; inhibition, % at 20 µM; 0.32% of 330,000 active;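 active = inhibition above about 40% at 20 µM, limit read from the data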;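 note: cells challenged with 10 nM apelin-13 agonist together with compound; plate controls were apelin-13 plus DMSO wells for no effect and DMSO wells lacking apelin-13 for full effect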
Target sequence (P35414 whole entry, looked up): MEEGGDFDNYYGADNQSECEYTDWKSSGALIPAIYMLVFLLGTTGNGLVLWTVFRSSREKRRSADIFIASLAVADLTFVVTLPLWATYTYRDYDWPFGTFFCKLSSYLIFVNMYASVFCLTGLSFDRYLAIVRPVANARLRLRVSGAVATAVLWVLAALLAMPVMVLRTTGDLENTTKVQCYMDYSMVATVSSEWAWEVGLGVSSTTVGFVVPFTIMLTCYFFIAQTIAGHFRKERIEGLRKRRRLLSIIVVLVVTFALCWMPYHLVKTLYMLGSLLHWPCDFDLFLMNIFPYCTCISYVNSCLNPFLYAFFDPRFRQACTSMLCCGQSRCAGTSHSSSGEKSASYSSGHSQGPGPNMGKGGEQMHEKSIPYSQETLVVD
APJ agonist: activates the human apelin receptor APJ | CHO-K1 APJ PathHunter beta-arrestin, luminescence; 0% DMSO wells, 100% apelin | P35414 | activation, % at 20 µM | 0.11% of 330,000 active | AID 2520;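 active = activation more than six SD over the plate average, tested at 20 µM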;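 note: 0% = DMSO alone and 100% = apelin-13 at 10 nM; some results filed as inactive read as strong as hits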
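Assay system: CHO-K1 cells stably expressing ProLink-tagged human APJ and arrestin–beta-gal acceptor. Compound dosing: 20 µM single point, 1% DMSO. Times: 16-18 h seeding, 90 min dark compound exposure, 60 min detection. Detection: beta-gal luminescence. Evaluation: APJ–arrestin association signal. Controls: negative DMSO alone, positive Apelin-13 at 10 nM.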
TIM10 inh: TIM10 yeast growth inhibition; 1.4% of 330,000 active; AID 463195; inhibition, % at 10 µM; S. cerevisiae TIM10 strain growth, BacTiter-Glo luminescence, 24 h;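 active = inhibition of 40% or more at the single tested concentration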;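 note: wild-type TIM10 isogenic control strain grown at permissive 25 °C; 0% = DMSO yeast wells and 100% = minimal medium wells without yeast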
* = called active by the depositor; nt = not tested or not shown. Compounds were not picked by outcome; overall some 7.2% were active at least once.

SMILES | tim10-1 inh | tim23-1 inh | MPTP inh | NLRP3 yeast inh | GRIN3A LBD mod | beta cell repl | APJ antag | APJ agonist | TIM10 inh
O=C(C1=C[C@@H](C2CCCCC2)C[C@@H](OCCCCO)O1)N1CCOCC1 | 7 | 0 | -1.1 | 12 | 0 | 2 | -4 | -4 | -7
Cc1occc1-c1nnc(SCC(=O)N2CCCCC2)o1 | -4 | 10 | -0.4 | 8 | -7 | -3 | -1 | 0 | -9
CC1=C(C)/C(=N\OS(=O)(=O)c2ccccc2)C=CC1=O | 94* | 50* | 109* | 36 | 4 | -3 | 38 | 41* | 95*
N#Cc1ccccc1Sc1ccccc1N | 10 | 18 | -1.5 | -4 | 2 | 0 | -16 | -2 | 12
Cc1ccc(NC(=O)CCN2C(=O)c3ccccc3S2(=O)=O)cc1F | -13 | -12 | -3.0 | -10 | 1 | -2 | 18 | 5 | -6
COc1ccc(N/C(C)=C2/C(=O)C(=O)N(CCO)C2c2ccc([N+](=O)[O-])cc2)cc1 (stereo not drawn) | 10 | -6 | -1.6 | 8 | 0 | -1 | 3 | 0 | 6
O=C(O)c1cccc(COc2ccccc2Cl)c1 | 18 | 24 | -1.0 | 23 | -1 | -3 | 4 | -4 | 21
CCOC(=O)c1ccccc1NC(=O)c1cccnc1 | 15 | -12 | -4.2 | 20 | -1 | 6 | 16 | -3 | 17
CC1CCC(NC(=O)COC(=O)C2CC3CCCC(C2)C3=O)CC1 (stereo not drawn) | -19 | 4 | -2.2 | 19 | 1 | -1 | 17 | -6 | -1
N/C(COc1ncn(-c2ccccc2)n1)=N\S(=O)(=O)c1ccc(Cl)cc1Cl | 32 | -1 | -1.4 | -10 | -12 | -1 | 7 | -5 | 25
CC(=O)N1c2ccc(S(=O)(=O)NCCC(=O)N(C)Cc3ccccc3)cc2CC1C (stereo not drawn) | -8 | 3 | -0.8 | 14 | 4 | -2 | 4 | -2 | -7
O=C(c1ccc(Br)o1)N(Cc1ccccc1)c1ccccn1 | 30 | 19 | 4.5 | -1 | -6 | 3 | 20 | -5 | -24
O=C(CCCNC(=O)c1ccc(Cl)cc1)Nc1ccc(S(=O)(=O)Nc2ncccn2)cc1 | -7 | 10 | 1.9 | 14 | 0 | 0 | -10 | -3 | 6
Cc1ccccc1Nc1c(-c2cccnc2)nc2ccc(Br)cn12 | 2 | 5 | 1.8 | 19 | -3 | 0 | 4 | 1 | -1
CCN1CCN(C(=O)c2ccc3c(=O)n(Cc4ccccc4OC)c(=S)[nH]c3c2)CC1 | 10 | 13 | 0.5 | 16 | -4 | -2 | 14 | -3 | 4
CCC(CC)c1nnc(NC(=O)c2ccc(N3CCCC3=O)cc2)s1 | 13 | 12 | 0.4 | -18 | -13 | -1 | 25 | -6 | 13
NS(=O)(=O)c1ccc(NC(=O)COc2ncnc3c2cnn3-c2ccccc2)cc1 | -3 | 5 | 0.0 | 4 | -4 | -3 | 12 | -2 | 3
CN1CCN(c2ccc(CNS(=O)(=O)Cc3ccc(Cl)cc3)cc2)CC1 | 3 | 8 | 3.2 | 4 | -3 | -1 | 1 | 2 | 3
CCOC(=O)c1oc2ccccc2c1NC(=O)c1cccc(OC)c1 | 30 | 33 | 9.7 | 13 | 3 | 2 | -7 | -6 | 20
c1ccc(CCc2nn3c(-c4ccncc4)nnc3s2)cc1 | 12 | 5 | 0.3 | 25 | 2 | 1 | -5 | -1 | -1

Structures shown so far that have a furan ring, fused or not, in the order listed:
SMILES | tim10-1 inh | tim23-1 inh | MPTP inh | NLRP3 yeast inh | GRIN3A LBD mod | beta cell repl | APJ antag | APJ agonist | TIM10 inh
Cc1occc1-c1nnc(SCC(=O)N2CCCCC2)o1 | -4 | 10 | -0.4 | 8 | -7 | -3 | -1 | 0 | -9
O=C(c1ccc(Br)o1)N(Cc1ccccc1)c1ccccn1 | 30 | 19 | 4.5 | -1 | -6 | 3 | 20 | -5 | -24
CCOC(=O)c1oc2ccccc2c1NC(=O)c1cccc(OC)c1 | 30 | 33 | 9.7 | 13 | 3 | 2 | -7 | -6 | 20

Later entries
SMILES | tim10-1 inh | tim23-1 inh | MPTP inh | NLRP3 yeast inh | GRIN3A LBD mod | beta cell repl | APJ antag | APJ agonist | TIM10 inh
O=C1Nc2ccc(C(F)(F)F)cc2N2CCCC12 (stereo not drawn) | -3 | 16 | nt | -7 | nt | -6 | 0 | -5 | 17
CCc1cc(C(=O)Nc2ccc(S(=O)(=O)NC3=NCCCCC3)cc2)sc1C | 2 | 4 | 0.5 | 8 | -4 | -3 | 0 | -3 | -20
S=c1[nH]c2ccccc2c2ccccc12 | 40* | 15 | -1.7 | 6 | -5 | 1 | 6 | 1 | 24
O=C(Nc1ccc2c(c1)OCO2)c1sc2cc(Cl)ccc2c1Cl | 13 | 9 | 4.9 | 11 | 2 | -2 | -1 | -3 | -3
CCOC(=O)OC(C)OC1=C(C(=O)Nc2ccccn2)N(C)S(=O)(=O)c2ccccc21 (stereo not drawn) | 12 | 10 | nt | 9 | nt | 10 | 4 | 1 | 2
COc1cc(C2NC(=O)NC(C)=C2C(=O)NCc2ccccc2)c(Cl)cc1O (stereo not drawn) | 11 | 9 | 1.1 | -48 | 2 | -3 | 4 | -2 | 17
CC(C(=O)OCC(=O)Nc1ccc2c(c1)OCO2)N1C(=O)c2ccccc2C1=O (stereo not drawn) | 5 | 25 | 4.6 | 37 | 0 | -3 | 3 | -1 | -8
CCOc1ccccc1NC(=O)CNS(=O)(=O)c1ccc2nc(C)sc2c1 | 3 | 26 | -2.0 | 18 | 2 | 3 | 1 | -4 | 5
O=C(CN1CCN(c2ccc(O)cc2)CC1)Nc1cc(S(=O)(=O)N2CCCCC2)ccc1Cl | 25 | 6 | 12 | 11 | -7 | -6 | -43 | 6 | 0
CCOC(=O)c1[nH]c2c(c1C)C(=O)CC(c1ccco1)C2 (stereo not drawn) | 22 | 24 | -0.9 | 15 | -3 | -6 | -21 | -5 | 9
CCCc1c(C(=O)OCC)sc(N)c1C#N | -11 | -14 | 1.3 | 13 | -1 | 4 | 9 | -3 | -8
Cc1cc(C)n2nc(C(=O)OCC(=O)Nc3ccc4c(c3)OC(F)(F)O4)nc2n1 | 8 | 7 | -0.7 | -3 | 2 | -4 | 10 | -4 | 2
C/C(CC(=O)Nc1ccc(C)c(Cl)c1)=N\NC(=O)c1ccccn1 | 18 | 28 | -2.9 | 17 | 0 | 0 | -2 | -3 | -18
COc1ccc2[nH]c(=O)c(CNc3ccc(C)cc3C)cc2c1 | 5 | 16 | 0.5 | 13 | 0 | 1 | 1 | -1 | 10
COc1ccc(C(=O)NC(=S)NCc2cccnc2)cc1[N+](=O)[O-] | 8 | 6 | 0.4 | 16 | -1 | 0 | 13 | -1 | 1
Fc1ccc(-c2ccc(-c3nn4c(-c5ccco5)nnc4s3)o2)cc1 | 20 | 25 | 2.3 | 29 | 2 | -3 | -3 | 2 | 19
CCOC(=O)c1c(NC(C)=O)sc2c(O)c(CN3CCN(CC)CC3)ccc12 | 39 | 17 | -1.4 | 19 | nt | -2 | 2 | 0 | 17
O=C(Nc1ccccc1F)c1ccc(C(=O)c2ccccc2)cc1 | 21 | 21 | -1.3 | 33 | 1 | 3 | 7 | 1 | 16
O=C(Nc1ccc(F)cc1)C1CCCN1S(=O)(=O)c1cccc2nsnc12 (stereo not drawn) | 13 | 18 | 1.8 | -3 | 2 | -3 | 27 | -3 | 11
CCOc1ccc(N2CC(O)=C(c3nc4ccccc4c(=O)[nH]3)C2=N)cc1 | -30 | -23 | 1.0 | 19 | 2 | -2 | -1 | 1 | -2
Cc1ccc(NC(=O)/C=C/c2cccs2)c([N+](=O)[O-])c1 | -16 | 6 | 2.0 | 29 | 1 | -2 | 1 | 2 | -2
COc1cccc(C(=O)N(c2ccc(C)cc2)C2C=CS(=O)(=O)C2)c1 (stereo not drawn) | 20 | 15 | 0.8 | 17 | -1 | -1 | -14 | 2 | -1
CCC(C)(C(=O)NC1CCCC1)N(Cc1cccs1)C(=O)c1ccccn1 (stereo not drawn) | 24 | 18 | 3.1 | 4 | -2 | 4 | -4 | -2 | 4
Cc1ccc(NC(=O)CCNS(=O)(=O)c2cccc3nonc23)cc1 | 8 | 12 | 0.1 | 22 | -2 | -1 | 3 | -2 | -14
COc1ccc(CC(=O)NNC(=O)[C@@H]2CCCC[C@@H]2C(=O)O)cc1 | -2 | 4 | -2.4 | 14 | -1 | 1 | 2 | 8 | -1
COc1ccc(C(C)=O)cc1CSc1nc2ccccc2o1 | -3 | 1 | -0.2 | 28 | 0 | -1 | 6 | -3 | -23
Cc1ccc(O)c(/C=N/NC(=O)Cc2ccc(Cl)cc2)c1 | -1 | 16 | 3.5 | 30 | -8 | -3 | -10 | 0 | 0
CN(C[C@H](Cc1ccccc1)N(C[C@H](c1ccccc1)N(CCc1ccccc1)N=O)N=O)N=O | 18 | 24 | -1.2 | 11 | -4 | -7 | -51 | -3 | -5
COCCCN1C(=O)c2ccc(C(=O)NCCc3ccccc3)cc2C1=O | -8 | 6 | 0.1 | 5 | 0 | -2 | 12 | -4 | -6
CC(Oc1ccc(Cl)cc1Cl)c1nc(-c2ccc(NC(=O)c3ccccn3)cc2)no1 (stereo not drawn) | 18 | 0 | 1.7 | -5 | 0 | -3 | 6 | -1 | 12
COc1cc(/C=C/C(=O)OCC(=O)Nc2ccccc2Cl)cc(OC)c1OC | -7 | -7 | -2.1 | 12 | 1 | 1 | -1 | -1 | -6
CC(C)c1ccc(NC(=O)N2CCCC2C(=O)Nc2ccc(-n3cnnn3)cc2)cc1 (stereo not drawn) | 13 | 17 | 0.4 | 28 | 0 | 3 | 0 | -3 | 2
OC1(c2ccc(OC(F)F)cc2)CSC(=Nc2cccnc2)N1C1CC1 (stereo not drawn) | 41* | -1 | 21 | 12 | -2 | -2 | 4 | -2 | -10
CCN1CCN(c2nc(N(C)c3ccccc3)nc(N)c2[N+](=O)[O-])CC1 | 11 | 15 | 1.5 | 3 | 2 | -3 | -19 | 4 | 14
Cc1noc(-c2ccc(Cl)cc2)c1C(=O)O/N=C(\N)c1ccc(C(C)(C)C)cc1 | 45* | 71* | 5.1 | 11 | -1 | -4 | -42 | 17 | 76*
COc1ccccc1N1CCN(C(=O)C2CC2)CC1 | -12 | 26 | 1.4 | 11 | 5 | -1 | 9 | -2 | -13
CC(=O)Nc1ccc(NS(=O)(=O)c2ccc(OC(C)C(=O)N3CCOCC3)cc2)cc1 (stereo not drawn) | 0 | -5 | 0.3 | 7 | 2 | 1 | 14 | 0 | -3
COc1ccc(Cl)cc1C(=O)O/N=C(\N)c1ccncc1 | 13 | 6 | 1.9 | 7 | 11* | -3 | -88 | 12 | 3
Cc1cc(C)c2ccc(/C=N/O)nc2c1O | 16 | 26 | -0.5 | 10 | 2 | 2 | -18 | 1 | -7
O=C(CN1C(=O)NC2(CCCCCC2)C1=O)NCCc1ccccc1 | -5 | 1 | -0.5 | 14 | 3 | -2 | 15 | -3 | -8
CC(=O)Nc1ccc(S(=O)(=O)N2CCC(C(N)=O)(N3CCCCC3)CC2)cc1 | 8 | 2 | -0.5 | 21 | -2 | 3 | -12 | 1 | -10
CSc1ccc(/C=N/N2CCN(c3ccccc3)CC2)cc1 | -3 | 10 | -0.4 | 13 | 0 | -2 | -1 | 0 | 2
CCCn1nnnc1NC(=O)CSc1ccc(Cl)cc1 | 12 | 13 | 1.0 | 15 | -1 | 0 | -12 | -5 | 14
CCCCNC(=O)CCn1nc(-c2ccc(Cl)cc2)c2ccccc2c1=O | 17 | 19 | 5.2 | 13 | 0 | 1 | 15 | -5 | 6
